High-throughput results from PubChem.
TAG inh: inhibitors of triacylglycerol accumulation, primary screen, cell-based, uHTS, fluorescence, H9c2 | inhibition, % at 12.5 µM | 0.66% of 230,000 active | H9c2 cells, Nile Red lipid (TAG) fluorescence; cells loaded with 200 µM oleic acid;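 active = pattern-corrected inhibition of lipid staining of at least 50% with the nuclear-stain viability signal not falling by more than 50%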;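 note: 0% = DMSO wells and 100% = triacsin C control wells; some results filed as inactive read as strong as hits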
TAG inh DAPI viability: further read-out of TAG inh, marked with its call; DAPI nuclei signal change (viability), lower = more cytotoxic, %;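 whole-well DAPI fluorescence read on a plate reader as a viability signal; minus 50 percent equals half of cells still viable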
* hit, by the source's call. A portion of the library (hit frequency here may not be typical).

SMILES | TAG inh | TAG inh DAPI viability
O=C(O)CC/C(=C/c1cccc(NC(=O)c2ccccc2Cl)c1)c1nc2ccccc2s1 | 12 | -3
CC(O)c1nc2ccc(C(=O)O)cc2[nH]1 (configuration not stated) | -11 | 11
O=C(O)C(Cc1ccccc1)n1cnnn1 (configuration not stated) | -2 | 13
CN(c1ccccc1)S(=O)(=O)c1cccc(NC(=O)C2=NN(c3ccccc3)C(=O)CC2)c1 | -82 | 8
C=CCn1c(SCC(=O)c2c(N)n(C3CC3)c(=O)[nH]c2=O)nnc1-c1ccoc1C | -12 | -4
CCNC(=O)C1(C)CCCN(C(=O)c2cc(-c3cccs3)oc2C)C1 (configuration not stated) | 13 | 0
CC(=O)c1cccc(NC(=O)C(C)Sc2nnc3ccccn23)c1 (configuration not stated) | -2 | -1
C=Cn1nc(C)c2ccccc2c1=O | -12 | 11
Cc1cc(Cl)ccc1OCc1nnc(-c2ccccc2C)o1 | -8 | 4
CCSc1nnc(NC(=O)COc2ccccc2[N+](=O)[O-])s1 | -6 | -5
CN1CCN(S(=O)(=O)c2ccc(NC(=O)c3ccc(F)cc3Cl)cc2)CC1 | 16 | 1
CCc1nnc(NC(=O)CSc2nnc(Cc3ccccc3)n2Cc2ccccc2)s1 | 10 | -10
FC(F)(F)c1ccc(-c2nnc(-c3cccnc3)o2)cc1 | 0 | 4
O=C(NCc1cccnc1)c1cccn1-c1ncc(C(F)(F)F)cc1Cl | 0 | -1
Cc1ccc(-c2nnc(N3CCOCC3)c3ccccc23)cc1S(=O)(=O)NCC1CCCO1 (configuration not stated) | -9 | 4
Cc1cc(C)c2ccc(Cl)cc2n1 | 7 | -5
O=C(NCCN1CCOCC1)c1cccc(NS(=O)(=O)c2ccc(Br)cc2)c1 | 8 | 25
Cc1cc([N+](=O)[O-])ccc1NC(=O)CCC(=O)N1CCCC1 | -9 | 3
COc1ccc(OC)c(NC(=O)CSc2nnc(CNc3ccc(F)cc3)o2)c1 | 5 | -12
CS(=O)(=O)Nc1cccc(S(=O)(=O)N2CCN(C(=O)c3ccccc3)CC2)c1 | 3 | 4
O=C(NCc1ccc(Cl)cc1)c1cccc(NC2=NC3CS(=O)(=O)CC3S2)c1 (configuration not stated) | 6 | -2
CCN(CC)S(=O)(=O)c1ccc(OC)c(NC(=O)c2ccc(N3CCCC3=O)cc2)c1 | 11 | -4
CCc1ccc(S(=O)(=O)N/N=C\c2ccc3c(c2)OCO3)cc1 | 5 | -7
CC1CCC(CN2C(Nc3ccccc3)=NC[C@@H]2Cc2ccccc2)CC1 (some centres not stated) | 15 | 1
CC(C)CC(NC(N)=O)C(=O)NCCc1ccc(Cl)cc1Cl (configuration not stated) | 15 | -17
COC(=O)c1cc2occc2n1Cc1nc(-c2ccccc2C)oc1C | -7 | 9
CC(=O)N/C(=C\c1ccccc1)C(=O)OC(C)C(=O)c1ccccc1 (configuration not stated) | -7 | 4
Oc1ccc(-c2nnc(-c3ccc(O)cc3)nn2)cc1 | -6 | -7
CC(=O)N1CCN(C(=O)c2cccc(S(=O)(=O)N3c4ccccc4CC3C)c2)CC1 (configuration not stated) | 6 | 0
[O-]/C(=C(\C(=S)Nc1ccc(SC(F)F)cc1)[n+]1cccc(CO)c1)c1ccc(Cl)s1 | 17 | -5
COc1cccc(CNC(=O)c2ccc3c(c2)S(=O)(=O)N=C2CCCCCN23)c1 | -18 | 0
CC(C)(C)c1ccc(OCc2cnc(Cl)s2)cc1 | -25 | 12
O=C(CCc1nc(-c2ccccc2)no1)Nc1cccc(C(=O)NC2CC2)c1 | 5 | 2
CC(C)NS(=O)(=O)c1ccc(NC(=O)C(C)OC(=O)CCC2CCCC2)cc1 (configuration not stated) | 9 | -2
CN1CCN(S(=O)(=O)c2ccc(N3CCc4ccccc4C3)nc2)CC1 | -18 | 13
COc1ccc(CCNC(=O)CSc2nc(N)cc(=O)[nH]2)cc1OC | -32 | 4
Cc1ccc(SCCNC(=S)Nc2cc(C)cc(C)c2)cc1 | -42 | 8
CC(=O)N(C(C)=O)c1c(N2CCCC2)c2ccccc2oc1=O | -9 | 5
Cc1ccc(Nc2c([N+](=O)[O-])c(=O)oc3ccccc23)cc1C | 10 | 0
COc1ccccc1C(=O)NCC(=O)OCC(=O)N(CC(C)C)c1c(N)n(Cc2ccccc2)c(=O)[nH]c1=O | -1 | 6
CNc1cncc(-c2cccc(C(=O)NC3CC3)c2)n1 | 5 | 13
COc1ccccc1CNC(=O)c1cc(-c2ccccc2C)nn1CC1CC(c2cccnc2)=NO1 (configuration not stated) | -18 | -1
CCc1nc2ccc(C(=O)N3CCN(C(C)=O)CC3)cn2c1N(CC)C(C)=O | 0 | -2
CC(C)CC(=O)Nc1ccccc1N1CCOCC1 | -3 | 5
CC(C)n1cc(C(=O)c2ccccc2O)cc(C#N)c1=O | 6 | 2
CC(=O)c1ccccc1N(C(=O)c1ccco1)C(C(=O)NC1CCCC1)c1ccc(N2CCOCC2)cc1 (configuration not stated) | 3 | -9
O=C(NC(c1ccc(Cl)cc1)c1cnccn1)C1CCN(Cc2ccccc2)CC1 (configuration not stated) | 8 | -8
CCC(c1nnnn1Cc1ccc2c(c1)OCO2)N1CCN(c2ccccc2)CC1 (configuration not stated) | -11 | -6
O=C(Nc1ccc(F)c([N+](=O)[O-])c1)c1ccc2c(c1)OCCO2 | 2 | 2
Cc1ccc(Cl)cc1NC(=O)c1cc(NC(=O)CCCC(=O)O)ccc1N1CCCCC1 | 4 | 3

Part of the list above in order of molecular weight, lowest first:
SMILES | TAG inh | TAG inh DAPI viability
CCC(c1nnnn1Cc1ccc2c(c1)OCO2)N1CCN(c2ccccc2)CC1 (configuration not stated) | -11 | -6
O=C(NC(c1ccc(Cl)cc1)c1cnccn1)C1CCN(Cc2ccccc2)CC1 (configuration not stated) | 8 | -8
COc1ccccc1CNC(=O)c1cc(-c2ccccc2C)nn1CC1CC(c2cccnc2)=NO1 (configuration not stated) | -18 | -1

The results go on:
SMILES | TAG inh | TAG inh DAPI viability
COC(=O)c1ccc(Cn2cc(Cl)cn2)cc1 | -21 | 10
Cc1ccc(S(=O)(=O)c2nc(-c3ccccc3Cl)oc2N(C)C)cc1 | -110 | -2
COc1ccc(S(=O)(=O)N2CCCN(CC(=O)Nc3ccc(OC)c(Cl)c3)CC2)cc1 | -2 | 6
Nn1c(Cc2ccccc2)nnc1Cc1ccccc1 | 7 | -3
COc1ccc(-n2ncc3c(N4CCN(c5cc(C)ccc5C)CC4)ncnc32)cc1 | -9 | 22
COC(=O)C(Cc1ccccc1)NC(=O)CCC(=O)NC(C)CCc1ccccc1 (configuration not stated) | -2 | 5
O=C(CCN1CCc2ccccc2C1)Nc1ccccc1 | 9 | -3
O=S(=O)(Nc1ccc2cn[nH]c2c1)c1cc(Br)ccc1Br | -1 | -6
Cc1sc2ncn(CC(=O)NCC3COc4ccccc4O3)c(=O)c2c1S(=O)(=O)N1CCOCC1 (configuration not stated) | -5 | 8
C[C@@]12C(=O)N(CC3CC3)CC(=O)N1[C@H](/C=C/c1ccccc1)[C@@H]1C(=O)N(c3ccccc3)C(=O)[C@@H]12 | -10 | 11
COC(=O)C1CSC(C(=O)OC)N1C(=O)CN1CCN(c2ccc(OC)cc2)CC1 (configuration not stated) | -8 | 1
O=C(Nc1ccccc1OC(F)F)c1ccc(N2CCCC2=O)cc1 | 7 | -5
O=C(NCc1ccccc1)C(=O)NCC1CCCN1S(=O)(=O)c1cccs1 (configuration not stated) | 5 | 0
CCOC(=O)C1=C(C)NC(=O)CC1c1cc2c(cc1Br)OCO2 (configuration not stated) | -1 | -4
COCCN(CC(=O)Nc1cccc(C)c1C)C(=O)Cn1c(=O)cnc2ccccc21 | 0 | -14
C=CCOc1ccc(/C=C/C(=O)OC(C)C(=O)Nc2ccc(NC(C)=O)cc2)cc1 (configuration not stated) | -10 | 9
CCN1C[C@@H]2[C@@H]3C(=O)N(Cc4ccccc4)C(=O)[C@@H]3[C@](Cc3ccccc3)(C1=O)N2C(=O)c1ccccc1 | 3 | 2
COc1ccc(-c2nc(SCC(=O)NC3CCCC3)c(-c3ccc(OC)cc3)[nH]2)cc1 | 27 | -14
COc1ccc(/C=C/c2nc3ccccc3n2C)cc1 | -10 | 15
O=C(c1ccc(Cl)s1)N1CCN(S(=O)(=O)c2ccc(Cl)cc2)CC1 | -12 | -3
CCN1CCN(C(=O)CN(Cc2ccccc2)S(C)(=O)=O)CC1 | 18 | -2
Oc1c(C(c2cccs2)N2CCOCC2)sc2ncnn12 (configuration not stated) | 12 | -2
CCN1CCN(Cc2c(O)ccc3c(=O)c(-c4ccc(OC)c(OC)c4)c(C(F)(F)F)oc23)CC1 | 2 | -5
Cc1ccc2nc(N(CCCN(C)C)C(=O)CN3C(=O)c4ccccc4C3=O)sc2c1 | -2 | 14
CCCN(CCC)CC(O)CN(c1cc([N+](=O)[O-])ccc1OC)S(=O)(=O)c1ccccc1 (configuration not stated) | 14 | 10
COc1cc(CNCCCN2CCOCC2)ccc1OCC(=O)NC(C)(C)C | 9 | -2
O=C(Cc1coc(-c2ccc(F)cc2)n1)NC1CCCCC1 | -12 | 1
CCC(C(=O)NCCc1ccc(S(N)(=O)=O)cc1)c1ccccc1 (configuration not stated) | 1 | 6
Cc1sc2ncnc(N3CCC(C(=O)Nc4nnc(SCc5ccccc5F)s4)CC3)c2c1C | -8 | 3
Cc1cc(N)n(-c2ccc3ccccc3c2)n1 | 20 | -21
CC(C(=O)Nc1ccccc1)N1CCN(C(=O)c2ccco2)CC1 (configuration not stated) | 7 | -6
Cc1ccc(C(=O)Nc2cccc(-c3cn4ccccc4n3)c2)cc1 | -8 | 22
CN1C[C@@H]2[C@@H]3C(=O)N(C)C(=O)[C@@H]3[C@](Cc3ccccc3)(C1=O)N2C(=O)c1ccc(F)cc1 | 4 | 4
CN(C)c1cccc2c1c(NS(=O)(=O)c1cn(C)cn1)nn2C | 4 | 1
C=CCN1C(=O)/C(=C\C(C)=C\c2ccccc2)SC1=S | -1 | -4
C[C@H](CO)N1C[C@H](C)[C@@H](CN(C)S(C)(=O)=O)Oc2ccc(NC(=O)C3CC3)cc2C1=O | -12 | 1
Fc1ccc(COc2ccc(Br)cc2CNCC2CCCO2)cc1 (configuration not stated) | -9 | 20
CCN1C(=O)CSC1=NC1C2CC3CC(C2)CC1C3 (configuration not stated) | -8 | -3
Cc1nc2cc(NC(=O)C3(C)CCCN(C(C)C)C3)ccc2o1 (configuration not stated) | 32 | -25
CC1(C)CCC[C@]2(C)[C@H]3Cc4cc(O)ccc4O[C@]3(C)CC[C@@H]12 | -33 | -6

Molecules listed so far that have an aryl thioether with sulfur outside any ring (10):
SMILES | TAG inh | TAG inh DAPI viability
C=CCn1c(SCC(=O)c2c(N)n(C3CC3)c(=O)[nH]c2=O)nnc1-c1ccoc1C | -12 | -4
CC(=O)c1cccc(NC(=O)C(C)Sc2nnc3ccccn23)c1 (configuration not stated) | -2 | -1
CCSc1nnc(NC(=O)COc2ccccc2[N+](=O)[O-])s1 | -6 | -5
CCc1nnc(NC(=O)CSc2nnc(Cc3ccccc3)n2Cc2ccccc2)s1 | 10 | -10
COc1ccc(OC)c(NC(=O)CSc2nnc(CNc3ccc(F)cc3)o2)c1 | 5 | -12
[O-]/C(=C(\C(=S)Nc1ccc(SC(F)F)cc1)[n+]1cccc(CO)c1)c1ccc(Cl)s1 | 17 | -5
COc1ccc(CCNC(=O)CSc2nc(N)cc(=O)[nH]2)cc1OC | -32 | 4
Cc1ccc(SCCNC(=S)Nc2cc(C)cc(C)c2)cc1 | -42 | 8
COc1ccc(-c2nc(SCC(=O)NC3CCCC3)c(-c3ccc(OC)cc3)[nH]2)cc1 | 27 | -14
Cc1sc2ncnc(N3CCC(C(=O)Nc4nnc(SCc5ccccc5F)s4)CC3)c2c1C | -8 | 3

Following part
SMILES | TAG inh | TAG inh DAPI viability
CC(Sc1n[nH]c(-c2ccccc2)n1)C(=O)c1c(N)n(C)c(=O)n(C)c1=O (configuration not stated) | 8 | -3
Nc1ccn([C@@H]2O[C@H](CNCc3cccc4c3sc3ccccc34)[C@@H](O)[C@H]2O)c(=O)n1 | -18 | 3
CCCN(CCC)S(=O)(=O)c1ccc(C(=O)Nc2c(C)n(C)n(-c3ccccc3)c2=O)cc1 | -1 | 0
CC(=O)NC1C(Oc2ccccc2C)OC(CO)C(O)C1O (configuration not stated) | 7 | 3
CC(/C=N/NC(=O)c1nnn(-c2nonc2N)c1CN1CCCCC1)=C\c1ccccc1 | 1 | 3
CCOC(=O)c1ccc(NC(=S)N2CCN(CCN=CC3=C(O)CC(C)(C)CC3=O)CC2)cc1 | -8 | 11
CN(C)c1ccc(-c2ccnc3c2CC(C)(C(=O)NCc2ccco2)O3)cc1 (configuration not stated) | 3 | -11
Cc1ccc(C(=O)NCC(=O)OCN2C(=O)c3ccccc3C2=O)cc1C | 19 | -7
COc1ccc(OCC(=O)N2CCCC(Nc3ccc(C)c(C)c3)C2)cc1 (configuration not stated) | 0 | 10
CCC(Sc1nc(N)cc(=O)[nH]1)C(=O)Nc1cc(C)on1 (configuration not stated) | -7 | -1
COc1ccc(S(=O)(=O)NC2CC(C)(C)NC(C)(C)C2)c2ccccc12 | 3 | -3
CO/N=C/C(=N\Nc1cc(OC)cc(OC)c1)C(=O)c1ccccc1 | 3 | 1
Cc1cccc(N2C(=O)CC(N(O)c3ccccc3)C2=O)c1 (configuration not stated) | 20 | 0
CC(C)(C)NC(=O)C(c1ccccn1)N(C(=O)C1CSC(=O)C1)c1ccc(F)cc1 (configuration not stated) | 7 | -3
